Screening data from PubChem BioAssay.
SW480 rereplic: A quantitative high throughput screen for small molecules that induce DNA re-replication in SW480 colon adenocarcinoma cells | SW480 DNA re-replication, Hoechst DNA content imaging, 48 h | Potency, µM (highest dose often 46.1 µM), without a hit: at the highest dose re-replication activation, most hits filed as activators | 340,000 tested, 1.8% active; also: potency is read from the fitted curve at half-maximal effect; % of control where 0% means no effect; nearly all actives have a fitted effect of over 55% in size
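Image-based DNA-content assay: after two days of treatment, nuclei were labelled with the DNA dye Hoechst and imaged, and hits were compounds raising the count of nuclei showing high fluorescence intensity.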
HT1080-NT tox: qHTS for induction of synthetic lethality in tumor cells producing 2HG: qHTS for the HT-1080-NT fibrosarcoma cell line; HT-1080-NT fibrosarcoma viability, CellTiter-Glo ATP luminescence, 48 h; Potency, µM (doses to about 46.1 µM), for inactives: at the top dose activity, negative = less viability, hits mostly cytotoxic; 360,000 tested, 1.6% active;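 also: NT is the 2HG producing partner of a matched IDH1 knockdown line; potency is read from the fitted curve at half-maximal effect; 0% = DMSO-treated cells and -100% = media-only wells without cells; nearly all actives have a fitted effect of over 55% in size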
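Viability by CellTiter-Glo luminescence after 48 h compound exposure at 37C of HT-1080-NT cells (750/well, RPMI, 5% FBS). % activity scaled between DMSO wells and medium-only wells, then curve-fitted and categorized by curve class.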
IL1B secr inh: qHTS for Inhibitors of Inflammasome Signaling: IL-1-beta AlphaLISA Primary Screen. THP-1 LPS/ATP IL-1B secretion, AlphaLISA, 16 h; hits give low values. activity change, % at 57.5 µM. 360,000 tested, 4.7% active. AID 743279, 2014; in the data active = activity change below about -50%; inconclusive = mostly about -30% to -49%; also: % is scaled to controls: 0 for no effect and ±100 for the full control effect
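Secreted IL-1B measured by AlphaLISA bead assay after 16 h compound exposure of THP-1 cells; compounds (final up to 57.5 uM) added 1 h before LPS (250 ng/mL) and ATP (1.25 mM) stimulation; lower signal means less secretion.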
DRD3 antagonist: qHTS of D3 Dopamine Receptor Antagonist: qHTS. max response, negative = inhibition, %. 360,000 tested, 2.5% active. D3R cells, DiscoveRx beta-arrestin luminescence, antagonist mode; hits give low values; in the data active = max response below about -50%; inconclusive = no clear call, values can overlap the other calls; also: % is scaled to controls: 0 for no effect and ±100 for the full control effect; mostly tested at two doses, the higher about 12 µM
Target sequence (P35462 whole entry, looked up): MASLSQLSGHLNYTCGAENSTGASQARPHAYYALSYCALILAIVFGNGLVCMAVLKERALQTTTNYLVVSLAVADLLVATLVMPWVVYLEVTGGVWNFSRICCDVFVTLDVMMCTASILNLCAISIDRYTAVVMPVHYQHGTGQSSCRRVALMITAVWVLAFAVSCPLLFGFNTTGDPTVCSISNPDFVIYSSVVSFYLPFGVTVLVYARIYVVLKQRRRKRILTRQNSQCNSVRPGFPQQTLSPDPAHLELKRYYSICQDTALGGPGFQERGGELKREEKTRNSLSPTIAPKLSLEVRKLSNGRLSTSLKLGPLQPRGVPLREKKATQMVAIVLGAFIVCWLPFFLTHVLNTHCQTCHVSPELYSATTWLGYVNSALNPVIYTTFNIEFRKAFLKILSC
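Cells plated overnight at 1500 cells/well, then exposed to library compounds with dopamine controls for 90 minutes at 37 degrees C. DiscoveRx reagent added for 30–60 minutes at room temperature; luminescence read, quantitative HTS format.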
KB-V1 MDR tox: qHTS assay for MDR1-selective chemotherapeutics: Primary screen using the drug-selected MDR subline cells KB-V1 | Potency, µM (titrated, usually from 46.1 µM), inactives show at the highest dose activity change, negative = cytotoxicity, usual class: cytotoxic | AID 1347076, 2019 | KB-V1 MDR cells viability, CellTiter-Glo, 72 h | 400,000 tested, 3.4% active; also: potency is read from the fitted curve at half-maximal effect; % is scaled to controls: 0 for no effect and ±100 for the full control effect; nearly all actives have a fitted effect of over 60% in size
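In this primary screen, KB-V1 cells overexpressing P-gp are incubated with library compounds (lowest to highest concentration) for 72 h at 37 degrees C before a luminescent ATP viability read.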
KB-3-1 tox: qHTS assay for MDR1-selective chemotherapeutics: Primary screen using the parental adenocarcinoma cell KB-3-1 | KB-3-1 viability, CellTiter-Glo ATP luminescence, 72 h | Potency, µM (doses to about 46.1 µM), inactives show at the highest dose activity change, negative = cytotoxic, most hits filed as cytotoxic | 400,000 tested, 1.4% active | AID 1347075, 2019; also: potency is read from the fitted curve at half-maximal effect; % is scaled to controls: 0 for no effect and ±100 for the full control effect; nearly all actives have a fitted effect of over 60% in size
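Screening of KB-3-1 cells (DMEM, 10% FBS, phenol-red free) ran from lowest to highest compound concentration; after 72 h at 37 °C viability was read luminescently and curves fitted.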
GLP-1R agonist: qHTS of GLP-1 Receptor Agonists | 380,000 tested, 0.007% active | HEK293 GLP-1R CRE-luciferase, luminescence, 4-6 h; cells express a hypersensitive GLP-1R form | Potency, µM (series often up to 45.6 µM), for inactives: top-dose activation, usual class: activators; also: potency is read from the fitted curve at half-maximal effect; % of control where 0% means no effect
Target sequence (P43220 whole entry, looked up): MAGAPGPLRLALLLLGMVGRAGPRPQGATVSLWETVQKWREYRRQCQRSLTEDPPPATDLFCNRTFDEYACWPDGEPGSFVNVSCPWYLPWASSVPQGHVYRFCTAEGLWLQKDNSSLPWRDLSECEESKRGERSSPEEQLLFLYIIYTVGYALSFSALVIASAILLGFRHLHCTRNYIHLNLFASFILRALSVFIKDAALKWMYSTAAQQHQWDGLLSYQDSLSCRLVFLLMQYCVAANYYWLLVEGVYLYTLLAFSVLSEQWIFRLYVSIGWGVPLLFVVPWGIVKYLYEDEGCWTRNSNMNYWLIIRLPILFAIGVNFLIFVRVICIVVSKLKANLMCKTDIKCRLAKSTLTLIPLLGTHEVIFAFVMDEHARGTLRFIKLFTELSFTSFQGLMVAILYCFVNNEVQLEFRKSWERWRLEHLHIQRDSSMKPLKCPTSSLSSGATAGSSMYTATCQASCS
HT1080 IDH1KD tx: qHTS for induction of synthetic lethality in tumor cells producing 2HG: qHTS for the HT-1080-IDH1KD cell line; HT-1080 IDH1 knockdown viability, ATP luminescence, 48 h; Potency, µM (top dose mostly 46.1 µM), without a hit: top-dose activity, negative = toxicity, hits mostly cytotoxic; 360,000 tested, 2% active;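 also: potency is read from the fitted curve at half-maximal effect; 0% = DMSO wells and -100% = cell-free medium wells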
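Cytotoxicity counter-line: IDH1KD HT-1080, 48 h, CellTiter-Glo. Curves classed by r2, magnitude and activity.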
D3 ag: qHTS of D3 Dopamine Receptor Agonist: qHTS. max activation, %. AID 652048, 2013. D(3) dopamine receptor (Homo sapiens), P35462. D3R DiscoveRx beta-arrestin cells, luminescence, 90 min. 410,000 tested, 0.58% active; in the data active = max activation above about 30%; also: 0% is about no effect; mostly tested at two doses, the higher about 12 µM
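Cells at 1500/well, incubated overnight, then treated with pinned compounds (dopamine as control) for 90 min at 37 degrees C. DiscoveRx reagent added for 30 - 60 minutes at room temperature; luminescence read.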
* marks the source's active call; other numbers are inactive results; i = inactive; ? = inconclusive; nt = not tested or not shown; [ ] = another dose, or the depositor's remark. Unless noted, calls follow the shape of the dose curve; as a rule, active = well fitted curve in the direction sought with a large enough effect; inconclusive = small, poorly fitted or top-dose-only effect, or another doubt; inactive = no such curve, though single readings can be large; an effect the other way counts as inactive or inconclusive. Not a hit list; about 12% have a hit in one of these screens.

SMILES	SW480 rereplic	HT1080-NT tox	IL1B secr inh	DRD3 antagonist	KB-V1 MDR tox	KB-3-1 tox	GLP-1R agonist	HT1080 IDH1KD tx	D3 ag
COC(=O)CNC(c1ccccc1)c1cc(C)ccc1NS(=O)(=O)c1ccc(C)cc1 (stereo not drawn)	29%	-4%	10	51	-23%	-12%	9%	-7%	1
CN(C(=O)Nc1ccc(Cl)cc1Cl)C1CCCC1	-1%	6%	-18	1	?	-1%	17%	0%	1
CCCCNc1c(N2CCN(C(=O)OCC)CC2)c(=O)c1=O	-14%	22%	-5	-15	11%	26%	11%	16%	1
CC1(C(O)(C#CC[N+]2(C)CCCCC2)c2ccccc2)CCCC1 (stereo not drawn)	0%	-8%	-17	-3	0%	-6%	1%	-9%	-2
CCOc1cc(C(=O)Nc2ccncc2)cc(OCC)c1OCC	?	2%	51	13	-18%	-11%	1%	-16%	7
C#CC(C)(O)C1CC(CC(=O)O)C1(C)C (stereo not drawn)	3%	7%	-4	17	13%	-1%	4%	2%	16
Cc1ccc(N2NC(=O)/C(=C\c3cc4c(cc3[N+](=O)[O-])OCO4)C2=O)cc1C	0%	-14%	-105*	5	-24%	?	-12%	-1%	0
CCOc1cccc(-c2nnc3sc(-c4ccco4)nn23)c1	7%	0%	-18	-17	0%	0%	-6%	-5%	-2
C[C@H](CO)N1C[C@H](C)[C@@H](CN(C)S(=O)(=O)c2ccc(-n3cccn3)cc2)OCc2cn(nn2)CCCC1=O	nt	-1%	-6	-16	-10%	5%	3%	-5%	-9
Cc1cccc(N2CCN(C(c3ccccc3)c3nnnn3CC3CCCO3)CC2)c1C (stereo not drawn)	26%	-21%	?	-15	?	?	-36%[inhibitor]	-27%	-5
CC(C)C(c1nnnn1Cc1ccc2c(c1)OCO2)N1CCN(c2ccccc2)CC1 (stereo not drawn)	-3%	8%	17	12	9%	11%	-7%	7%	-1
CC(=O)Nc1ccc(/C=N/OCC(=O)Nc2ccc(C)cc2)cc1	1%	-1%	1	2	19%	0%	-11%	11%	6
COc1ccc(CCNC(=O)CSc2nc(-c3ccco3)cc(C(F)(F)F)n2)cc1OC	12%	-11%	10	-24	-4%	-8%	3%	?	-13
COc1ccc(OCc2nn3c(-c4ccco4)nnc3s2)cc1	-4%	-3%	-5	-3	5%	-7%	-2%	-3%	6
CC(=O)N1CCN(c2nc3ccc(Br)cc3s2)CC1	-9%	?	-21	9	5%	?	7%	?	4
COc1ccc(C(=O)N(CCCO)C(C)C(=O)NC2CCCCC2)cc1OC (stereo not drawn)	-13%	2%	-16	-18	-17%	8%	0%	5%	7
FC(F)(F)c1ccccc1Cc1c(-c2ccco2)nc2ccc(Cl)cn12	nt	?	-25	0	0%	-12%	-1%	?	-12
C[C@H](NC(=O)c1nc[nH]c1C(=O)N[C@@H](Cc1ccccc1)C(=O)OC(C)(C)C)C(=O)OCc1ccccc1	-4%	-1%	28	?	10%	15%	-5%	2%	-16
COc1ccc(C(=S)N2CCC(C(N)=O)CC2)cc1Br	-3%	17%	26	-16	15%	13%	9%	12%	-2
CCOc1ccc(C(=O)C(C)OC(=O)Cn2c(C)csc2=O)cc1 (stereo not drawn)	-224%[inhibitor]	1%	-11	-5	0%	-5%	11%	8%	-8

Five entries drawn at random from the list so far, as already listed:
SMILES	SW480 rereplic	HT1080-NT tox	IL1B secr inh	DRD3 antagonist	KB-V1 MDR tox	KB-3-1 tox	GLP-1R agonist	HT1080 IDH1KD tx	D3 ag
COc1ccc(C(=O)N(CCCO)C(C)C(=O)NC2CCCCC2)cc1OC (stereo not drawn)	-13%	2%	-16	-18	-17%	8%	0%	5%	7
C#CC(C)(O)C1CC(CC(=O)O)C1(C)C (stereo not drawn)	3%	7%	-4	17	13%	-1%	4%	2%	16
C[C@H](CO)N1C[C@H](C)[C@@H](CN(C)S(=O)(=O)c2ccc(-n3cccn3)cc2)OCc2cn(nn2)CCCC1=O	nt	-1%	-6	-16	-10%	5%	3%	-5%	-9
CCOc1cc(C(=O)Nc2ccncc2)cc(OCC)c1OCC	?	2%	51	13	-18%	-11%	1%	-16%	7
CC(C)C(c1nnnn1Cc1ccc2c(c1)OCO2)N1CCN(c2ccccc2)CC1 (stereo not drawn)	-3%	8%	17	12	9%	11%	-7%	7%	-1

Continued:
SMILES	SW480 rereplic	HT1080-NT tox	IL1B secr inh	DRD3 antagonist	KB-V1 MDR tox	KB-3-1 tox	GLP-1R agonist	HT1080 IDH1KD tx	D3 ag
O=C(N[C@@H](Cc1ccccc1)C(=O)OCc1ccccc1)c1nc[nH]c1C(=O)N1CCN(c2ccccc2)CC1	23%	-3%	-9	0	3%	0%	0%	1%	-17
Cn1c(SCC(=O)NCc2ccc(F)cc2)nc2ccccc21	0%	13%	-4	23	8%	2%	-9%	7%	-3
COc1cccc(Cn2cnc(-c3ccccc3OC)c2C2CC2)c1	nt	?	0	29	18µM*	?	0%	?	6
Fc1ccc(-c2n[nH]c(=S)n2CC2CCCO2)cc1 (stereo not drawn)	5%	2%	-1	-16	-3%	0%	6%	17%	8
COc1ccc(-c2c(C)nn3c(-c4ccccc4)cc(C)nc23)cc1	-9%	-4%	17	7	-3%	-3%	-1%	3%	7
O=C1C=C(Nc2ccccc2)C(=O)c2ccccc21	?	15µM*	0	-5	?	?	25%	?	-5
C[C@@H]1CN([C@@H](C)CO)C(=O)CCCn2nncc2CO[C@@H]1CN(C)S(C)(=O)=O	nt	10%	7	11	?	7%	9%	4%	2
C=CCNC(=S)N1CCN(c2cc3c(cc2F)c(=O)c(C(=O)O)cn3CC)CC1	-5%	14%	?	3	0%	16%	8%	1%	4
O=c1c2c(nc3c(-c4ccc(Cl)cc4)c[nH]n13)CCCC2	19%[9.22 µM]	?	46	10	-18%	?	-10%	7.1µM*	0
CCn1c(SCc2nc3ccccc3[nH]2)nnc1-c1cccnc1	-5%	2%	6	31	?	0%	-5%	0%	-7
CC12CCC(=O)N1C(C(=O)Nc1cccc(S(=O)(=O)N3CCCCCC3)c1)CS2 (stereo not drawn)	4%	-2%	-14	7	-30%	-3%	0%	-6%	-2
Nc1ccc(Oc2ccc3nc(-c4ccccc4)c(-c4ccc([N+](=O)[O-])cc4)nc3c2)cc1	-1%	-1%	0	-6	0%	-13%	-9%	-1%	-3
O=C(CCNC(=O)c1ccco1)Nc1ccc(C(F)(F)F)cc1	-19%	12%	-2	4	3%	4%	14%	8%	22
COc1ccc(-c2nnc(SCc3nnc(-c4cccs4)o3)n2CC2CCCO2)cc1 (stereo not drawn)	-1%	4%	-8	3	4.6µM*	3%	-1%	3%	5
COc1ccc(NS(=O)(=O)c2cn(C)c(=O)n(C)c2=O)c(OC)c1	-5%	2%	-5	-10	13%	-2%	9%	11%	7
O=CN1CCN(C2CC(=O)N(c3ccc(Br)cc3)C2=O)CC1 (stereo not drawn)	-1%	8%	28	0	-4%	-7%	-4%	17%	-14
CC(C)(C)c1ccc(NC(=O)N2CCN(c3ccc([N+](=O)[O-])cn3)CC2)cc1	-28%	?	nt	-2	?	?	11%	23µM*	10
CCCCn1c(N)c(N(Cc2ccccc2OC)C(=O)C(C)C)c(=O)[nH]c1=O	-24%	-1%	i	15	-1%	-8%	1%	0%	-2
COCCn1c(SCc2nc3ccccc3c(=O)[nH]2)nnc1-c1ccncc1	-7%	10%	18	13	12%	-17%	-2%	8%	22
CN1CCN(S(=O)(=O)c2ccc(NC(=O)C3CCCCC3)cc2)CC1	-3%	-5%	-12	2	-3%	-6%	4%	4%	2
CC1CCCCN1c1nnc(N)s1 (stereo not drawn)	3%	-4%	-17	-19	4%	-3%	4%	7%	-5
CCOc1ccccc1NC(=O)Nc1ccon1	2%	0%	-6	1	-20%	-10%	-3%	1%	-1
COc1ccccc1N1CCN(CCCNc2c(C)c(=O)n(C)c(=O)n2C)CC1	-5%	19%	-14	-57*	-20%	-1%	-6%	-5%	0
Nn1c(SCC(=O)Nc2ccc3c(c2)OCCO3)nnc1-c1cccnc1	-4%	3%	0	5	?	-2%	1%	21%	5
Cc1ccccc1Cn1c(=O)n(-c2ccc(Cl)cc2)c(=O)c2c3c(sc21)CCCC3	nt	nt	nt	nt	-21%	-2%	-1%	nt	6
COc1cc(S(=O)(=O)NCc2ccccc2)ccc1-n1cnnn1	-6%	5%	32	7	-5%	7%	5%	3%	2

Given as labelled records: entries from further up
> CCOc1ccccc1NC(=O)Nc1ccon1
  SW480 rereplic: 2%	HT1080-NT tox: 0%	IL1B secr inh: -6	DRD3 antagonist: 1	KB-V1 MDR tox: -20%	KB-3-1 tox: -10%	GLP-1R agonist: -3%	HT1080 IDH1KD tx: 1%	D3 ag: -1
> CC1CCCCN1c1nnc(N)s1 (stereo not drawn)
  SW480 rereplic: 3%	HT1080-NT tox: -4%	IL1B secr inh: -17	DRD3 antagonist: -19	KB-V1 MDR tox: 4%	KB-3-1 tox: -3%	GLP-1R agonist: 4%	HT1080 IDH1KD tx: 7%	D3 ag: -5
> COc1cc(S(=O)(=O)NCc2ccccc2)ccc1-n1cnnn1
  SW480 rereplic: -6%	HT1080-NT tox: 5%	IL1B secr inh: 32	DRD3 antagonist: 7	KB-V1 MDR tox: -5%	KB-3-1 tox: 7%	GLP-1R agonist: 5%	HT1080 IDH1KD tx: 3%	D3 ag: 2
